STEP block: blocks human striatal-enriched tyrosine phosphatase. recombinant STEP, OMFP fluorogenic substrate, fluorescence. 360,000 compounds, 0.25% hits. P54829. AID 588621. inhibition, % at 20 µM;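 active = inhibition at 20 µM, scaled per plate between control wells, above about 37%, limit read from the data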;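 also: 0% = DMSO with enzyme and substrate and 100% = substrate only without enzyme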
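Assay system: isolated STEP enzyme. Buffer or medium: pH 6.0 Bis-Tris with DTT and Tween 20. Also added: fluorogenic phosphatase substrate OMFP at 25 µM final. Dosing: 20 µM, 1% DMSO. Timing: 20 min reaction, room temperature, in the dark. Measured by: fluorescence intensity, excitation 480 nm, emission 540 nm. Evaluation: normalized % inhibition.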
LMPTP inh: blocks human LMPTP phosphatase; P24666; recombinant LMPTP-A, OMFP fluorogenic substrate, fluorescence intensity; inhibition, % at 20 µM; 360,000 compounds, 0.22% hits;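 active = compounds that cut the enzyme signal by at least half of the control window in the single-dose screen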;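 also: plate controls were DMSO wells with enzyme plus substrate for no effect and substrate without enzyme for full effect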
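Assay system: LMPTP-A phosphatase enzyme | Input: 0.625 nM enzyme | Also added: Fluorogenic phosphatase substrate OMFP at 400 µM final | Compound dosing: One test concentration per compound, 20 µM, with 3% DMSO overall | Schedule: 50 min enzyme reaction at room temperature, protected from light | Signal: Fluorescence intensity | Benchmarks: no-enzyme and uninhibited controls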
Scp-1 inhibitor: Scp-1 (human) phosphatase inhibition | Q9GZU7 | Recombinant Scp1, phosphopeptide, malachite green phosphate absorbance | inhibition, % at 20 µM | 340,000 compounds, 0.88% hits | AID 493091;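 active = inhibition above about 50% at 20 µM, limit read from the data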;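 also: plate controls were DMSO wells with enzyme for no effect and wells lacking enzyme for full effect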
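Incubation: 45 min enzyme reaction at room temperature / System: truncated SCP-1 phosphatase (76-261aa) / Reagent: Phospho 17-mer peptide substrate / Buffer or medium: Acidic Tris acetate buffer with magnesium and detergent / Signal: absorbance at 630 nm / Doses: one concentration, 20 µM, with 1.0% DMSO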
MT1-MMP act inh: blocks activation of human MT1-MMP; P50281; HT1080 RFP-PRO-GFP cells, GFP/RFP ratio fluorescence, overnight; percent of plate control window, DMSO zero; GFP/RFP ratio change, % at 20 µM; 360,000 compounds, 0.061% hits;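 active = GFP/RFP ratio change of at least 30% with cell ATP level not reduced by more than half and red fluorescence within 50% of control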; also: strong numbers were not always called active
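Compound: 20 µM single dose, 1% DMSO / System: HT1080 RFP-PRO-GFP cells / Controls: DMSO and RFP-L50D-GFP cell wells / Read-out basis: GFP/RFP fluorescence ratio / Schedule: overnight compound exposure at 37 °C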
NadD block: NadD (S. aureus) enzyme inhibition | purified NadD enzyme, colorimetric absorbance read-out | inhibition, % at 20 µM | 360,000 compounds, 0.78% hits; in the data active = inhibition above about 26%; also: some compounds past the cut are filed as inactive
Rpn11 inh: blocks the human proteasome subunit Rpn11. O00487. human 26S proteasome, Ub4-pepOG fluorescence polarization; 20S core pre-blocked with epoxomicin. calls only at 20 µM. 360,000 compounds, 0.59% hits. AID 588493;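 active = inhibition at 20 µM, scaled to each plate's controls, above about 33%, limit read from the data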
DNMT1 inh: inhibitors of human DNMT1. DNMT1 molecular beacon, Hinp1I cleavage, fluorescence. 360,000 compounds, 0.83% hits. AID 588458. inhibition (reported as % activation of signal), % at 10 µM; in the data active = inhibition above about 50%
NRP1-CendR mod: NRP-1/CendR interaction modulation | O14786 | inhibition, % at 25 µM | 360,000 compounds, 0.85% hits | FAM-RPARPAR peptide binding to NRP-1, fluorescence polarization;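 active = inhibition or corrected inhibition above about 18%, plus a signal ratio from 0.5 to 1.5, limit read from the data, passing the limit was not always enough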; also: strong numbers were not always called active
Target sequence (O14786 whole entry, looked up): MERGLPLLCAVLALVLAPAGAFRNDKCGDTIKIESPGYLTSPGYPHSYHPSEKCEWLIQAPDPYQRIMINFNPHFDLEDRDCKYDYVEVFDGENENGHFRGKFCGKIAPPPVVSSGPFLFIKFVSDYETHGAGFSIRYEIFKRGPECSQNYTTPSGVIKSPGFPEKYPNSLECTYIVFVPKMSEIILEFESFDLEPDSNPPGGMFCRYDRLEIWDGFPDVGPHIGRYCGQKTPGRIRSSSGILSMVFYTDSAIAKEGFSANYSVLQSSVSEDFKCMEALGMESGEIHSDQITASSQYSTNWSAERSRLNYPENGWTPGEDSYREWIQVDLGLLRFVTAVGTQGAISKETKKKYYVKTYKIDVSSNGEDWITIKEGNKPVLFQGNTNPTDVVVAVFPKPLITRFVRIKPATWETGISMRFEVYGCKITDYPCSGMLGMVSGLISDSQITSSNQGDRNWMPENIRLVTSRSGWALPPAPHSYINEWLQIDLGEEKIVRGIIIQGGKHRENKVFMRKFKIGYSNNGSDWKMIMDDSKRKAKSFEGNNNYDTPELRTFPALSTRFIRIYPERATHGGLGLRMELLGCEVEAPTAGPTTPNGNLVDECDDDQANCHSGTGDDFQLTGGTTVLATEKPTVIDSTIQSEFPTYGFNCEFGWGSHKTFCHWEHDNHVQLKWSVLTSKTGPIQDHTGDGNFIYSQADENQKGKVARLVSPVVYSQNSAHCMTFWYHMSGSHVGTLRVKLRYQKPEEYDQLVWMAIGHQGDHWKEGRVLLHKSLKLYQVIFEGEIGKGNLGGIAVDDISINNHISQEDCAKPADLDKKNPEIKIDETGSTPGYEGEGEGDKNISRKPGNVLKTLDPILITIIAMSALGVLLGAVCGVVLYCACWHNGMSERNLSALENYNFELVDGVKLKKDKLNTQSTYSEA
SKN-1 block: inhibitors of C. elegans SKN-1 | C. elegans VP596 Pgst-4::GFP/RFP ratio, acrylamide-induced, 24 h | inhibition, % at 21.8 µM | 360,000 compounds, 0.49% hits;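 active = interference check ratio from 0.5 to 1.5 plus GFP to RFP signal ratio inhibition reaching or exceeding a fixed threshold, cut at about 30% in these data, passing the limit was not always enough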; also: some compounds called inactive have numbers as strong as hits
SUMO1 PPI mod: SUMO1-SIM interaction modulation | P63165 | SUMO1 binding to a labelled peptide, TR-FRET, 1 h | inhibition, % at 20 µM | 360,000 compounds, 0.33% hits | AID 602429; in the data active = inhibition above about 37%
Target sequence (P63165 whole entry, looked up): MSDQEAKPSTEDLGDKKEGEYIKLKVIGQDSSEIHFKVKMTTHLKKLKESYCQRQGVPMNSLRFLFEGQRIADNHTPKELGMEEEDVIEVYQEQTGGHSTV
* hit, by the source's call; i = inactive; . = not tested or not shown.

canonical_smiles	STEP block	LMPTP inh	Scp-1 inhibitor	MT1-MMP act inh	NadD block	Rpn11 inh	DNMT1 inh	NRP1-CendR mod	SKN-1 block	SUMO1 PPI mod
CCN(CC(=O)NCc1ccc(Cl)cc1)C(=O)CCc1ccccc1	-1	-1.0	-4	-2	-6	i	0	-10	-8	2
COc1ccc(S(=O)(=O)N2CCN(C3Cc4ccccc4C3)CC2)cc1	2	-0.8	-8	-1	-1	i	-6	5	6	3
O=C(NCCCN1CCCC1=O)c1cc(-c2ccc3c(c2)OCO3)nc2ccccc12	1	0.6	-6	-5	5	i	-2	6	0	-8
O=C(Nc1ncc(Cc2ccccc2Cl)s1)C1CCCO1 (stereo not drawn)	0	0.6	-4	0	-5	i	-1	3	8	1
CC1CC(C)CN(C(=S)SCc2nc(N)nc(Nc3ccccc3)n2)C1 (stereo not drawn)	2	5.5	18	3	6	i	-3	9	9	1
CC(=O)Nc1ccc(S(=O)(=O)Nc2cccn(Cc3ccc(C)cc3)c2=O)cc1	-1	0.1	-6	-3	-2	i	-6	-14	-6	-6
Oc1ccc2ccccc2c1/C=N/c1nccs1	1	-2.1	-11	-1	-1	i	-6	-6	3	-6
COc1ccc(/C(O)=C2/C(=O)C(=O)N(c3ccccn3)C2c2ccc(OC)c(OC)c2)cc1 (stereo not drawn)	4	-1.0	-4	2	3	i	3	0	-3	-9
COc1ccccc1N1CCN(C(=O)CSc2ccccc2)CC1	-4	-1.3	37	0	-1	i	0	-4	-1	0
C/C(=N\NC(=O)c1cc(C)nc2ccccc12)c1ccccn1	-3	-1.8	-4	9	5	i	6	4	6	-7

Entries shown so far that have an aryl methoxy group, in the order listed:
canonical_smiles	STEP block	LMPTP inh	Scp-1 inhibitor	MT1-MMP act inh	NadD block	Rpn11 inh	DNMT1 inh	NRP1-CendR mod	SKN-1 block	SUMO1 PPI mod
COc1ccc(S(=O)(=O)N2CCN(C3Cc4ccccc4C3)CC2)cc1	2	-0.8	-8	-1	-1	i	-6	5	6	3
COc1ccc(/C(O)=C2/C(=O)C(=O)N(c3ccccn3)C2c2ccc(OC)c(OC)c2)cc1 (stereo not drawn)	4	-1.0	-4	2	3	i	3	0	-3	-9
COc1ccccc1N1CCN(C(=O)CSc2ccccc2)CC1	-4	-1.3	37	0	-1	i	0	-4	-1	0

Additional entries:
canonical_smiles	STEP block	LMPTP inh	Scp-1 inhibitor	MT1-MMP act inh	NadD block	Rpn11 inh	DNMT1 inh	NRP1-CendR mod	SKN-1 block	SUMO1 PPI mod
O=C(CN1CCNCC1)Nc1ccc(Oc2ccccc2)cc1	2	-5.0	-6	5	-3	i	-2	2	11	1
CCC1CCCCN1C(=S)NC(=O)c1ccco1 (stereo not drawn)	-1	1.1	-5	3	0	i	3	-10	-7	0
CCOc1ccc(C(=O)N(CC)CC(=O)Nc2ccc3c(c2)OCCO3)cc1OCC	-4	-7.5	-3	-2	6	i	4	7	-6	-4
O=C1CSC2(N1)C1CC3CC(C1)CC2C3 (stereo not drawn)	-2	0.7	-10	2	-10	i	0	11	-8	-7
COc1cc(/C=C(\C#N)C(=O)Nc2ccccc2C(=O)O)cc(Cl)c1OC	3	-1.2	-4	0	6	i	1	-22	2	6
O=C(Nc1cccc(F)c1)Nc1ccnn1C1CCN(C(=O)CCN2CCCO2)CC1	-1	-2.2	-7	-2	-3	i	0	8	17	2
CCOC(=O)C1=C(C)NC(=O)NC1c1ccc(OC(=O)c2ccco2)cc1 (stereo not drawn)	4	-1.4	1	0	-4	i	0	-9	-2	-1
Fc1ccc(COc2ccc(C(=S)N3CCCC3)cc2)cc1	2	1.3	-10	-2	-5	i	-1	-4	13	1
CCNc1nc2c(c(=O)[nH]c(=O)n2C)n1Cc1ccc(F)cc1	-1	-1.9	-13	3	-5	i	6	-8	-11	3
COc1ccc(NS(=O)(=O)c2ccc(NS(=O)(=O)c3cccs3)cc2)c(OC)c1	0	1.0	-7	-1	-2	i	-2	6	17	10
COc1ccc(NC(=O)N2CCCC(C(=O)NCc3ccccc3F)C2)cc1 (stereo not drawn)	-2	-1.2	1	0	-7	i	1	15	1	-1
CCN(CC(=O)NCCc1ccc(S(N)(=O)=O)cc1)Cc1ccccc1	-1	0.4	0	0	-1	i	-2	9	-14	-1
CCc1ccc(N2CC(C(=O)OCC(=O)NC3CCS(=O)(=O)C3)CC2=O)cc1 (stereo not drawn)	-1	-1.6	-3	1	1	i	2	-12	3	-5
Cc1ccc(NC2CCCN(C(=O)CCN3CCOCC3)C2)cc1C (stereo not drawn)	-2	-0.1	6	-4	5	i	0	23	-9	3
CC1CCCC(NC(=O)COC(=O)c2cccs2)C1C (stereo not drawn)	1	-0.1	-2	1	0	i	4	-5	20	5
CCOC(=O)c1cccc(NC(=O)CSc2nnc(C3CCCCC3)n2C)c1	-3	-1.9	-1	1	1	i	1	2	0	4
O=C(/C=C\c1ccccc1[N+](=O)[O-])Nc1ccccc1	-1	0.3	-1	1	-11	i	-1	10	11	-14
COc1ccccc1-n1c(N)cc(=O)nc1SCC(=O)Nc1cc(C)on1	-2	-1.0	-5	0	-5	i	1	-7	11	2
COc1ccc(Cl)cc1C(=O)Nc1cccnc1Cl	3	-1.2	-10	0	-2	i	-2	4	15	23
CC(=O)c1ccc(OCC(O)CN2CCC(C)CC2)cc1 (stereo not drawn)	-3	-1.2	-3	-3	-3	i	-5	9	-18	33

Just NRP1-CendR mod, for some of the entries so far:
smiles,NRP1-CendR mod
CCC1CCCCN1C(=S)NC(=O)c1ccco1 (stereo not drawn),-10
COc1ccc(NC(=O)N2CCCC(C(=O)NCc3ccccc3F)C2)cc1 (stereo not drawn),15
CC1CCCC(NC(=O)COC(=O)c2cccs2)C1C (stereo not drawn),-5

The listing continues.
canonical_smiles	STEP block	LMPTP inh	Scp-1 inhibitor	MT1-MMP act inh	NadD block	Rpn11 inh	DNMT1 inh	NRP1-CendR mod	SKN-1 block	SUMO1 PPI mod
O=C(Nc1ccc(N2CCOCC2)cc1)C1CC(=O)N(c2ccc(Cl)cc2)C1 (stereo not drawn)	-2	0.4	2	-7	-2	i	0	-5	-14	-1
CC1C(=O)N(Cc2cn(CCC3OCCO3)nn2)CCS(=O)(=O)N1Cc1ccc(-c2cccc(CO)c2)cc1 (stereo not drawn)	-2	-1.4	.	1	-3	i	4	0	-13	4
Nc1ccn([C@@H]2O[C@H](CNCc3ccc(-c4cc(C(F)(F)F)ccc4Cl)o3)[C@@H](O)[C@H]2O)c(=O)n1	1	3.7	.	0	2	i	4	-9	11	-2
CCN(C[C@H]1N[C@@](C)(C(=O)OC)[C@H]2C(=O)N(Cc3ccccc3)C(=O)[C@@H]12)S(=O)(=O)c1ccc(F)cc1	-3	-1.9	-5	0	-1	i	7	-10	2	3
COc1ccccc1NC(=O)CN(Cc1ccco1)C(=O)c1ccc(N2CCCC2=O)cc1	-1	-2.9	5	2	-4	i	0	-3	15	5
COc1ccc(NC(=O)CNc2ccc(OC)c(S(=O)(=O)N3CCOCC3)c2)cc1	-1	-0.2	.	4	1	i	7	-12	5	-1
Cc1cccc(NC(=S)NC2CC3CCCC(C2)N3Cc2cccs2)c1 (stereo not drawn)	5	-2.5	1	4	-5	i	84*	5	32	2
Cc1nc(NCCNC(=O)c2ccco2)c2c(C)c(C)sc2n1	3	0.6	-9	4	-2	i	-1	7	2	6
CCC(CC)C(=O)OCC(=O)Nc1cccc(S(=O)(=O)N(C)c2ccccc2)c1	-1	1.6	-5	4	-5	i	4	6	6	3
O=C(COC(=O)CCc1ccccc1)NCc1ccccc1	-1	-1.2	-5	-1	-2	i	1	-2	16	2
CC(=O)NCCn1c(SCc2ccccc2C)nc2ccccc2c1=O	-1	-0.3	-9	-1	4	i	-4	9	14	4
N/C(=N\OC(=O)c1ccccc1Br)c1cccc([N+](=O)[O-])c1	-2	-0.5	-13	0	-9	i	-3	3	19	-37
COCCNC(=O)C1CCCN(C(=O)c2sccc2C)CC1 (stereo not drawn)	-3	-0.9	.	1	-4	i	2	-6	-5	-2
O=C(CCCC(=O)N(c1ccc(F)cc1)C(C(=O)NC1CCCC1)c1ccc(O)cc1)Nc1ccccn1 (stereo not drawn)	0	-0.6	4	1	5	i	6	0	-17	3
O=S(=O)(Nc1ccc2c(c1)nc1n2CCN(Cc2ccccc2)C1)c1ccccc1	4	1.5	5	1	15	i	-2	-14	-18	-1
CCOC(=O)N1CCN(C(=O)CSc2nnc(-c3ccccc3OC)o2)CC1	-3	0.7	2	5	5	i	2	10	3	1
CCn1c(SCC(=O)c2[nH]c(C)c(C(C)=O)c2C)nnc1-c1cccs1	-7	2.2	-2	8	0	i	-3	-6	-1	2
Cc1ccccc1CN1C(=O)[C@@H]2Cc3c([nH]c4ccccc34)C(C)(C)N2C1=O	-1	2.0	-15	6	-6	i	0	2	3	8
O=S(=O)(c1cccc(F)c1)N1CCN(C(=S)NCC2CCCO2)CC1 (stereo not drawn)	0	-2.2	-2	-2	-4	i	-1	11	-5	-2
C=CCOc1ccc(/C=C2/C(=N)N3N=C(CC(=O)N4CCCC4)SC3=NC2=O)cc1OC	-1	-1.0	1	-1	7	i	4	-15	-4	-1
O=c1onc(-c2cccs2)n1Cc1ccccc1	0	-1.9	-11	4	-6	i	0	19	13	-1
Cc1ccccc1CN1C(=O)CSCC1(C)C(=O)Nc1ccc2c(c1)OCCO2 (stereo not drawn)	.	0.4	.	-3	.	.	.	8	2	-2
CCCCN(C)CCCN1C(=O)C2C(C(=O)Nc3cccc(OC)c3)C3C=CC2(O3)C1C(=O)NC1CCCCC1C (stereo not drawn)	-3	-0.7	-5	1	-10	i	2	4	-13	8
COc1ccc(CC(=S)N2CCOCC2)cc1	-4	-0.8	-2	-2	-1	i	-1	6	2	-2
Cc1cc(C(F)(F)F)nc(NCc2ccc(F)cc2)n1	1	1.0	0	1	-1	i	-1	-8	-5	-4
Cc1cc(C)nc(-n2nc(C)c(Sc3ccc(F)cc3)c2N)n1	4	1.2	-1	8	4	i	2	4	17	5
Cc1ccccc1-n1c(SCC(=O)N2CCOCC2)nc(O)cc1=O	0	-0.1	-4	4	6	i	3	-7	4	0
O=C(NCc1cccc(Cl)c1)C1Cc2c(-c3ccccc3Oc3ccccc3)ccnc2O1 (stereo not drawn)	-1	2.5	.	.	-5	i	-4	-7	10	5
